# NPR1 activator: GC-A (human) enzyme activation; HEK293 GC-A cells, cGMP TR-FRET, EC30 ANP; 0% at EC30 ANP, 100% saturating ANP; activation, % at 10 µM; actives 0.14% (n = 370,000); in the data active = activation above about 40%
# Target sequence (P16066 whole entry, looked up): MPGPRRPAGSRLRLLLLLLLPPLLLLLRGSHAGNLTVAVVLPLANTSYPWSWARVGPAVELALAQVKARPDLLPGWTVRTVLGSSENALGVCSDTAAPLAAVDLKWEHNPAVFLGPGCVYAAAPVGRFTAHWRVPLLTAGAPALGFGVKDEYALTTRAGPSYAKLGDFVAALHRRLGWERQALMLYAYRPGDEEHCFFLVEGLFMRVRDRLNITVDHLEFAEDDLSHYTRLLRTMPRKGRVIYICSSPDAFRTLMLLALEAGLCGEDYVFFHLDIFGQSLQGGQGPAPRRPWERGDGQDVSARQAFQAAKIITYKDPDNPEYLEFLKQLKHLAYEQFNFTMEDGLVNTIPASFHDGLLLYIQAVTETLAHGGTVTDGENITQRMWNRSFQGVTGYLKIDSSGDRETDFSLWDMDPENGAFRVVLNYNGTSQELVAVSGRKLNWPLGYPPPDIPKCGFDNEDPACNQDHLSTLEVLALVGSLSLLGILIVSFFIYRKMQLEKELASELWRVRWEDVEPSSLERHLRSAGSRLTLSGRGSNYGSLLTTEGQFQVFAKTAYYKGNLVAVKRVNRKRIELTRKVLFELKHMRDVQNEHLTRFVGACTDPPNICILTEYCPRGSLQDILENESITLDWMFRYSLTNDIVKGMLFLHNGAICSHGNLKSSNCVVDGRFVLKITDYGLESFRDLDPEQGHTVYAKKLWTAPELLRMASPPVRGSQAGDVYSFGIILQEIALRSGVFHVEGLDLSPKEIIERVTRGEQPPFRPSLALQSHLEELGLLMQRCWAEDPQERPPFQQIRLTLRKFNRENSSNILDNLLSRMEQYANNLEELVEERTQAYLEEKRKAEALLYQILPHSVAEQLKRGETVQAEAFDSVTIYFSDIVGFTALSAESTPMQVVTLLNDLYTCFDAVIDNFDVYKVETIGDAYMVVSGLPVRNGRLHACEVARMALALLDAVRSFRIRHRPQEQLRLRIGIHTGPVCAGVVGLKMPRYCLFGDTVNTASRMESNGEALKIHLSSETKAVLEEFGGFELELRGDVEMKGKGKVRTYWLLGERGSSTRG
# hcDAF-12 act: H. contortus DAF-12 activation, primary screen | HEK293 hcDAF-12 lit1-tk-luc reporter, luminescence; 0% DMSO, 100% Δ7-dafachronic acid | activation, % at 6.8 µM | actives 1.4% (n = 370,000);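 active = activation above the mean of all tested compounds plus 3 SD, cut at about 5.5% in these data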;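 note: 100% = response to 3 µM Δ7-dafachronic acid high control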
# hgDAF12 agonist: agonists of H. glycines DAF-12 nuclear receptor; activation, % at 6.8 µM; HEK293 GAL4-hgDAF12 UAS-luciferase reporter, agonist luminescence; normalized to butyrate control; actives 1.8% (n = 370,000); AID 687014;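 active = activation above a cutoff set at the mean of all screened compounds plus 3 SD, cut at about 10% in these data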;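 note: 0% = DMSO wells and 100% = sodium butyrate wells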
# ADAM10 inh: ADAM10 inhibition, QFRET primary screen; O14672; recombinant ADAM10, EDANS/DABCYL FRET peptide cleavage, 3 h; AID 720582; actives 0.62% (n = 370,000); inhibition, % at 7 µM;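 active = inhibition above a per-campaign cutoff equal to the mean of compounds falling between control-based bounds plus 3 SD, cut at about 20% in these data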;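 note: 0% = DMSO wells while the 100% control is not disclosed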
# GC-B act: GC-B (human) receptor activation. P20594. HEK293-GC-B cells, CNP EC30, cGMP TR-FRET; 0% at EC30 CNP, 100% saturating CNP. activation, % at 10 µM. actives 0.11% (n = 370,000);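 active = activation at 10 µM reaching about 35% in either raw or pattern-adjusted values, limit read from the data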
# DAX1 inh-1: blocks DAX1 repression of SF-1 activated StAR promoter; HEK293T StAR-luciferase reporter, SF-1/DAX-1 repression relief; inhibition, % at 6.8 µM; actives 1.1% (n = 370,000); AID 652010;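 active = inhibition above the mean over all tested compounds plus 3 SD, cut at about 3.6% in these data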;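 note: 0% = DAX-1 cells with DMSO and 100% = cells lacking DAX-1 with DMSO; higher inhibition means more luminescence from relief of DAX-1 repression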
# sPLA2-III inh: Blocks human group III sPLA2 activity; Q9NZ20; QFRET BODIPY PC-A2 liposome hydrolysis, fluorescence; inhibition, % at 12.2 µM; actives 0.56% (n = 370,000); AID 743126;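 active = inhibition above mean plus 3 SD of compounds lying within the high and low control bounds, cut at about 19% in these data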;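 note: 0% = median of test compound wells and 100% = no enzyme DMSO wells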
# DAX1 inh-2: inhibits human nuclear receptor DAX1; HEK293 Gal4-DAX1 luciferase reporter, luminescence; inhibition, % at 6.75 µM; actives 0.99% (n = 340,000); AID 504766;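 active = inhibition above the mean over all tested compounds plus 3 SD, cut at about 4.2% in these data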;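 note: 0% = DAX1-transfected cells with DMSO and 100% = empty-vector control cells with DMSO; inhibition shows as a rise in luminescence from relieved DAX1 repression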
# GAA850 FXN act: frataxin GAA850 promoter activation; activation, % at 6 µM; AID 540364; actives 0.56% (n = 360,000); HEK293 lucGAA850 FXN promoter luciferase reporter, 24 h; percent of 10 µM SAHA response;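 active = activation above the average of all compounds screened plus 3 SD, cutoff fixed separately per campaign, cut at about 7.5% in these data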;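 note: 0% = DMSO wells and 100% = 10 µM SAHA wells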
# ssDAF-12 act: S. stercoralis DAF-12 activation, primary screen; activation, % at 6.8 µM; AID 652126; actives 1% (n = 370,000); HEK293 ssDAF-12/GRIP1 lit1-tk-luc reporter, luminescence; % of 3 µM dafachronic acid response;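 active = activation above the mean over all tested compounds plus 3 SD, cut at about 0.9% in these data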;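 note: 0% = DMSO-only wells and 100% = 3 µM delta7-dafachronic acid wells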
# SMARCA2 activ: activators of SMARCA2 function; MG213 cells, MMTV-luciferase reporter, dexamethasone, overnight; activation, % at 9.1 µM; actives 1% (n = 370,000); AID 652017; in the data active = activation above about 7.8%;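 note: 0% = vehicle wells and 100% = reference activator wells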
# * = called active by the depositor; i = inactive; . = no result given; & = joins results of further samples.
SMILES,NPR1 activator,hcDAF-12 act,hgDAF12 agonist,ADAM10 inh,GC-B act,DAX1 inh-1,sPLA2-III inh,DAX1 inh-2,GAA850 FXN act,ssDAF-12 act,SMARCA2 activ
COc1cc(-c2c(-c3ccc4c(c3)OCO4)noc2C)ccc1F,-5,-0.6,3.1,7,1,-0.8,-6,-1.1,-0.8,-1.3,2
C#CCN(C(=O)Nc1ccccc1)c1ccccc1,-12,-2.5,0.7,2,-12,-0.1,11,-0.2,3.0,-1.8,-1
Nc1ncc(Br)cc1Br,3,-2.7,1.8,-5,4,-0.1,15,0.5,3.5,-0.9,-3
N#Cc1c(Nc2ccccc2Cl)s[nH]c1=O,14,0.4,-0.7,2,7,-0.2,0,-1.4,1.1,-1.6,8.8*
CC12CCC(C(=O)CC1=O)C2(C)C (stereo unspecified),-5,-0.8,-2.2,-5,3,-0.1,-4,-0.1,-1.3,-0.6,1
CC(C)C[C@H]1CN([C@@H](Cc2ccc(O)cc2)CN2CCC[C@@H]2CN2C(=S)NC[C@@H]2Cc2ccccc2)C(=S)N1CC1CCCCC1,1,0.3,1.3,2,0,-0.3,-20,.,.,-0.6,0
CC(C)C(=O)N1CCN(c2ccccc2N)CC1,-6,2.0,0.2,-7,-3,-0.1,13,-0.5,-0.2,-0.8,-3
CCN1C(=O)C(CC(=O)Nc2cccc(C(C)=O)c2)S/C1=N\c1ccccn1 (stereo unspecified),0,-1.5,-0.9,4,0,0.3,-12,-1.6,0.5,-1.0,-2
CC(C)c1ccccc1NC(=O)Nc1ccc2c(c1)OCO2,2,-1.9,-0.1,-2,6,0.0,10,-0.6,-0.4,-1.2,-2
COc1ccc(NC(=O)NC2(C(=O)N3CCCCCC3)CCCCC2)cc1,2,-1.2,-1.0,-4,5,-0.2,7,-0.2,1.8,-0.3,-6
COc1ccc(-c2coc3c(C(=O)NCc4ccco4)cccc23)c(C)c1,8,-3.2,-3.0,11,9,-1.1,-5,.,-0.4,-1.8,-8
C=CCN(c1ccccc1)S(=O)(=O)c1cccc(C(=O)NCc2ccncc2)c1,-3,-1.1,-1.3,-5,2,-2.1,-3,-1.7,-2.3,-1.2,-1
Cc1onc(-c2c(Cl)cccc2Cl)c1C(=O)c1c[nH]c(C(=O)NCC2CCCO2)c1 (stereo unspecified),-2,-2.3,-4.4,-4,0,-1.6,1,-1.3,0.0,-1.5,-4
N#Cc1ccc(OCc2cccc(S(=O)(=O)N3CCOCC3)c2)cc1,4,-2.8,-5.0,-1,2,-1.6,-1,0.7,0.3,-1.2,0
O=C(NC1CCN(C(=O)N2CCOCC2)CC1)c1ccccc1,-1,-2.1,1.4,4,3,-1.0,7,0.9,-0.9,-1.3,4
COc1ccccc1N1CCSC1C(N)=O (stereo unspecified),-5,-0.9,-1.8,2,4,-0.6,4,-0.2,-0.8,-0.9,-1
Cc1ccc(S(=O)(=O)N(C)CC(=O)Nc2ncccc2C)cc1,-1,1.7,3.7,-10,0,2.0,8,0.8,1.0,-0.7,-3
N#Cc1ccc(NC(=O)C2CC(c3ccc(F)cc3)=NO2)cc1 (stereo unspecified),-5,-0.5,-0.8,-2,-4,-0.3,-3,0.0,-1.3,-1.5,-1
CC(C)CCNC(=O)c1onc(CSc2ccccn2)c1C(=O)NCCC(C)C,3,-1.8,-0.6,20*,-4,-0.1,-3,-1.1,0.1,-1.1,1
COc1ccc(NS(=O)(=O)c2cc(NS(=O)(=O)c3cccs3)ccc2C)cc1,-3,-1.0,0.9,-6,-1,-0.1,-8,0.3,0.3,-1.0,-2
CCOC(=O)/C(=C\Nc1ccc(OC(F)(F)F)cc1)Sc1ncc(C(F)(F)F)cc1Cl,3,0.3,2.8,2,2,1.0,5,0.6,1.7,-1.6,0
COc1cc2c(cc1OC)C(=O)Cc1ccc3c(c1CN(C)CC2)OCO3,-3,-1.0,2.9,-14,-7,0.5,13,4.0,-2.7,-1.3,0
CCOc1ccc(CN2CCNC(=O)C2CC(=O)NCCc2cnccn2)cc1 (stereo unspecified),-1,-1.9,-1.6,-12,5,1.7,-2,0.1,1.0,-1.8,-2
CCOC(=O)c1c(C)[nH]c(C)c1S(=O)(=O)NCC(=O)Nc1ccccn1,-2,0.0,1.4,12,1,-0.6,6,-0.7,0.4,-1.1,1

# Three entries already listed, arranged by the number in ADAM10 inh, smallest number first:
canonical_smiles	ADAM10 inh
COc1cc2c(cc1OC)C(=O)Cc1ccc3c(c1CN(C)CC2)OCO3	-14
CCOC(=O)/C(=C\Nc1ccc(OC(F)(F)F)cc1)Sc1ncc(C(F)(F)F)cc1Cl	2
O=C(NC1CCN(C(=O)N2CCOCC2)CC1)c1ccccc1	4

# Other records.
SMILES,NPR1 activator,hcDAF-12 act,hgDAF12 agonist,ADAM10 inh,GC-B act,DAX1 inh-1,sPLA2-III inh,DAX1 inh-2,GAA850 FXN act,ssDAF-12 act,SMARCA2 activ
COC(=O)c1c(NS(=O)(=O)c2cccs2)sc2c1CCCC2,7,-0.3,-0.5,6,3,-0.1,5,-0.7,-1.8,-0.5,-2
CCOc1ccc(NC(=O)CN(C)C(=O)c2cc(S(=O)(=O)N3CCCCC3)ccc2C)cc1OCC,1,-1.2,1.5,-1,-5,2.6,3,-0.2,-1.2,-1.2,1
Cn1cc(CN2CCC[C@H]2CO)c(-c2cccc(Cl)c2)n1,-3,0.0,3.9,-2,1,0.1,-4,0.3,0.4,-1.4,0
CC1SC(C)C(=O)N(CC(=O)NCc2ccc(F)cc2)C1=O (stereo unspecified),0,-1.5,0.3,2,3,-0.1,1,-0.1,3.4,-0.9,-2
Cc1c(NC(C)c2cc(Cl)ccc2O)c(=O)n(-c2ccccc2)n1C (stereo unspecified),-7,-1.2,1.9,-4,-10,0.1,-28,-0.3,2.5,-1.5,0
CCCCN1c2ccccc2N(CCCO)c2cc(C)nnc21,-4,-1.4,-0.6,15,1,-0.7,11,-1.1,1.5,-1.2,-4
O=C(NCc1ccccc1CN1CCCC1)C1CCN(C(=O)c2ccc(F)cc2)CC1,1,0.5,0.3,-5,4,3.8*,5,-0.4,0.8,-0.7,-3
COc1cccc(C2Nc3ccc4ccccc4c3C3=C2C(=O)CC(C)(C)C3)c1OCC(=O)O (stereo unspecified),-1,2.5,-1.4,i,1,-0.1,-3,-0.7,-1.9,-0.6,1
CCn1cc(/C=C/C(=O)c2ccc(O)cc2)c(C)n1,2,4.7,15*,-34,-2,3.2,-6,13*,8.7*,0.0,7
Cc1ccc(S(=O)(=O)NCC(c2cccnc2)N2CCN(Cc3ccccc3)CC2)cc1 (stereo unspecified),2,-1.4,1.4,-4,7,0.8,-11,0.5,-0.5,-1.2,-3
COc1ccc(C2=NOC3(CC(=O)N(c4ccc(C)cc4)C3=O)C2)cc1 (stereo unspecified),2,2.5,1.7,0,0,0.1,-7,0.4,3.0,-0.5,1
CCN(CC)S(=O)(=O)c1ccc(C(=O)NCc2n[nH]c(=S)n2-c2ccc(Cl)c(Cl)c2)cc1,-2,-0.1,1.6,13,-3,0.2,4,-0.9,-0.4,-1.8,-1
COc1cccc(C(=O)Nc2ccc3nc4n(c(=O)c3c2)CCCC4)c1,8,-0.9,-1.9,0,1,-0.2,10,2.3,2.4,-1.3,-1
CN(CC(=O)Nc1ccccc1Cl)C(=O)COC(=O)/C=C/c1ccccc1,-2,-0.9,1.6,-4,-3,0.3,9,-1.0,2.3,-0.9,-1
CC(C)CC1Nc2ncnc(N3CCOCC3)c2N(Cc2ccccc2)C1=O (stereo unspecified),0&-2,4.2&1.4,-1.7&-1.0,2&-7,0&-5,0.2&-1.2,2&3,-0.4,0.0,-1.4&-0.9,0&-2
COc1cc(C(=O)OCC(=O)Nc2cccc(S(=O)(=O)N3CCOCC3)c2)ccc1OCC(C)C,1,1.1,-0.2,-6,2,0.7,4,0.8,0.3,-0.1,0
C=CCn1c(=O)c(C(=O)Nc2cccnc2)c(O)c2ccccc21,6,0.4,0.7,10,9,0.1,7,-0.3,3.8,-0.9,0
CS(=O)(=O)Nc1ccc(S(=O)(=O)NC2CCCCC2)cc1,3,-0.9,1.0,-3,-3,-0.4,0,2.6,1.4,-1.0,-1
COc1ccc(-c2cn(-c3ccc(C)cc3C)c(=S)[nH]2)cc1OC,-4,-1.2,-2.1,20*,0,-1.1,16,-1.5,0.3,-0.9,4
C=CCOc1c(Br)cc(CNc2ccc(NC(=O)C(C)C)c(OC)c2)cc1OCC,-8,-2.4,-3.6,-22,-4,-0.4,9,-1.4,-2.8,-1.2,-5
CCCSc1nc2cc(OC)c(OC)cc2c(=N)n1CCCN1CCOCC1,-3,-1.4,1.5,-20,-5,0.4,3,-0.1,-0.1,-0.8,-2
COc1ccc(NC(=O)CC2C(=O)N(c3cccc(C)c3)C(=O)N2C2CCCCC2)cc1 (stereo unspecified),5,-0.4,-1.9,1,8,0.1,-17,0.2,-3.1,-0.5,-1
CCOc1ccc(OCC)c(S(=O)(=O)N2CCCCC2)c1,-1,2.5,4.5,5,7,0.2,4,-0.2,2.6,-0.9,-1
Oc1cccc(NC(=S)Nc2cccnc2)c1,3,-1.0,-0.2,-7,1,0.4,-2,-0.4,-2.9,-1.4,-3
CCOC(=O)[C@]12Cc3c(cc(OC)c(OC)c3OC)[C@H]1N(Cc1ccccc1)C(=O)c1cc(F)c(F)cc12,-13,-0.6,0.9,4,-6,-0.2,-3,.,.,-1.1,-7
CCc1noc(C)c1C(=O)OCC(=O)NCc1ccccc1,-2,1.1,0.5,-14,1,0.0,8,1.8,-0.1,-1.1,-3
CCOC1=C2[C@H]([C@H]3C(=O)N(c4ccccc4)C(=O)[C@H]3C1)[C@@H](C(C)C)N(S(=O)(=O)c1ccc(C)cc1)[C@H]2c1ccccc1,1,1.0,-1.3,-1,3,1.7,3,.,.,-1.4,-3
CCOC(=O)C1CCN(C(c2cc3ccc(C)c(C)c3[nH]c2=O)c2nnnn2C2CCCCC2)CC1 (stereo unspecified),-1,0.2,-0.5,-33,-4,-0.1,-2,0.9,-0.1,-0.7,6
O=S1(=O)N[C@@H](Cc2ccccc2)COc2cccc(N3CCN(Cc4ccccc4F)CC3)c21,1,-0.9,0.1,9,-7,-2.0,-4,.,.,-1.3,-1
Cc1c(NC(=O)c2noc(C(C)C)c2[N+](=O)[O-])c(=O)n(-c2ccccc2)n1C,1,0.8,-0.8,6,-2,0.6,3,1.1,-0.7,-0.5,-3
CC(SCc1cn2cc(Cl)ccc2n1)C(=O)O (stereo unspecified),4,-1.6,0.1,-10,1,0.1,-4,0.9,-1.5,-0.8,1
OC[C@@H]1CN(Cc2ccco2)C[C@H](n2cnc3c(N4CCN(c5ccccc5)CC4)ncnc32)O1,1,-0.6,-1.7,-10,7,-0.8,1,.,-1.0,-1.3,0
COc1ccccc1C(c1nnnn1C(C)(C)C)N1CCN(Cc2ccccc2)CC1 (stereo unspecified),-5,2.0,3.8,-5,-1,0.2,-7,0.4,-0.4,-1.1,0
N#Cc1ccc(C(=O)N(Cc2ccco2)c2c(N)n(Cc3ccccc3)c(=O)[nH]c2=O)cc1,1,0.7,-1.8,-39,7,0.4,-3,0.2,-0.3,-1.4,-4

# High-throughput results as filed in PubChem BioAssay.
